# HTR2A ag: mouse Htr2a agonists via beta-arrestin recruitment, primary screen, cell-based, luminescence; 5-hydroxytryptamine receptor 2A (Mus musculus), P35363; CHO-K1 mHTR2A beta-arrestin complementation; percent of 30 µM serotonin response; activation, % at 7.6 µM; actives 0.66% (n = 360,000);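 active means activation above a run cutoff, the mean activation of all tested compounds plus 3 SD, cut at about 14% in these data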;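 further: 0% = plate median of compound wells and 100% = 30 µM serotonin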
# ABHD5 PLIN5 PPI: ABHD5-PLIN5 interaction inhibitors, primary screen, cell lysate, split luciferase complementation, luminescence | Perilipin-5 (Homo sapiens) + 1-acylglycerol-3-phosphate O-acyltransferase ABHD5 (Homo … | Split G. princeps luciferase complementation, 4 h | inhibition, % at 4 µM | actives 0.78% (n = 360,000) | AID 602281, 2012;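 active means inhibition above the mean inhibition across every tested compound plus 3 SD, cut at about 22% in these data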;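 further: 0% = DMSO only wells and the 100% control is not disclosed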
# ABCB6 inh MLPCN: ABCB6 transporter inhibitors, primary screen, K562-ABCB6 cells, flow cytometry, MLPCN library. ATP-binding cassette sub-family B member 6 (Homo sapiens), Q9NP58. K562-ABCB6 porphyrin accumulation, 1 h; hits give low values. fluorescence ratio to DMSO, % at 10 µM. actives 0.19% (n = 360,000). AID 602162, 2011;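 active means fluorescence ratio to DMSO below 75%, the collection mean minus 3 SD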;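 further: signal is porphyrin accumulated inside mitochondria; 100% equals median channel fluorescence of DMSO control wells; lower ratio means ABCB6 inhibition with less porphyrin fluorescence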
# NOD2-RIPK2 inh: NOD2-RIPK2 binding disruptors in cells, primary screen, fluorescence, CHO cells, BLA complementation | Receptor-interacting serine/threonine-protein kinase 2 (Homo sapiens), O43353 | CCF4 ratio | inhibition, % at 4.98 µM | actives 0.38% (n = 360,000); in the data active means inhibition above about 21%;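 further: 0% = vehicle only and 100% = reference blocker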
# MC4R antagonist: MC4R antagonists of cAMP signaling, primary screen, cell-based, TR-FRET, antagonist arm of biased-ligand search; Melanocortin receptor 4 (Homo sapiens), P32245; MC4R-expressing cells, MTII-stimulated cAMP, LANCE TR-FRET; inhibition, % at 6.5 µM; actives 0.48% (n = 360,000); AID 540295, 2011;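 active means inhibition above its plate's cutoff, the mean of tested wells on that plate plus 3 SD, cut at about 29% in these data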;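 further: 0% = Melanotan II alone and 100% = Melanotan II plus saturating MCL0020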
#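 Assay system: human MC4R-expressing U2OS cells; reagent: Melanotan II stimulation of cells; dosing: 6.5 µM single dose; timing: compound 30 min, challenge 1 h, detection 1 h; signal: TR-FRET cAMP assay; replicates: one well per compound, no replicates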
# NCOA2 inhibitor: inhibition of GAL4-SRC2 driven luciferase reporter, primary screen, SRC2 inhibitor project, cell-based, luminescence | Nuclear receptor coactivator 2 (Homo sapiens), Q15596 | actives 0.17% (n = 370,000) | inhibition, % at 9 µM | HEK293 GAL4-SRC2 luciferase reporter;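 active means inhibition above the mean inhibition of all tested compounds plus 3 SD, set per campaign, cut at about 52% in these data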;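 further: 0% = DMSO treated cells and 100% = cells given Gossypol at 36 µM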
# MC4R ag barr: MC4R agonists recruiting beta-arrestin, primary screen, cell-based, luminescence, agonist arm of biased-ligand search | actives 0.98% (n = 360,000) | U2OS MC4R beta-arrestin complementation; percent of melanotan II response, DMSO zero | Melanocortin receptor 4 (Homo sapiens), P32245 | activation, % at 8.9 µM;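 active means activation above a per-plate cutoff, the mean activation of sample wells on that plate plus 3 SD, cut at about 8% in these data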
# Glyco luc inh: increase of ERlucT glycosylation luciferase signal, primary screen, N-linked glycosylation inhibitor project, D54 ERlucT cells, luminescence, set 2; reporter increase, % at 12.5 µM; actives 0.23% (n = 360,000); AID 588692, 2011; D54 ERlucT glycosylation luciferase reporter, 24 h; percent of 100 nM tunicamycin response;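 active means mean luciferase reporter signal, scaled so untreated is 0 and the glycosylation-blocking control 100, at or above a set limit in every replicate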;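 further: luciferase carries N-glycosylation sites so blocking glycosylation raises the light; 0% = median of neutral control wells and 100% = median of 100 nM tunicamycin wells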
# H9c2 protect: cardioprotection against H2O2-induced cell death, primary screen, uHTS, H9c2 cells, ATPLite luminescence; H9c2 cardiomyocytes, H2O2 injury protection, 2 h; protection from H2O2 cell death, % at 20 µM; actives 0.63% (n = 360,000); AID 588492, 2011;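 active means compounds giving at least 50% protection of heart cells from peroxide-induced death in the single-dose screen, raw or plate-pattern-corrected value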;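 further: 0% = DMSO wells with peroxide and 100% = DMSO wells without peroxide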
# TLR9-MyD88 inh: inhibitors of TLR9-MyD88 association in cells, primary screen, cell-based, CHO, BLA complementation, fluorescence. Toll-like receptor 9 (Homo sapiens) + Myeloid differentiation primary response protein …. CCF4 FRET ratio. inhibition, % at 4.98 µM. actives 0.21% (n = 340,000). AID 504734, 2011;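 active means inhibition above the mean over all tested compounds plus 3 SD, cut at about 21% in these data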;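 further: 0% = DMSO only wells and 100% = clavulanate BLA inhibitor control wells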
# Target sequence (Q99836 whole entry, looked up): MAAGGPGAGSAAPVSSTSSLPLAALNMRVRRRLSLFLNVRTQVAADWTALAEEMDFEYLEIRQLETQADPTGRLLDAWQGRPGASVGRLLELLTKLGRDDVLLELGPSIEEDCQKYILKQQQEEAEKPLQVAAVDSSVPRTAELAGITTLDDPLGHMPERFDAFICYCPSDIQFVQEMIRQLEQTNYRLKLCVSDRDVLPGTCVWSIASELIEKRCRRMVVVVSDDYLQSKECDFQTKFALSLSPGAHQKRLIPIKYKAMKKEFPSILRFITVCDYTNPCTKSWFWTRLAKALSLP
# Target sequence (Q9NR96 whole entry, looked up): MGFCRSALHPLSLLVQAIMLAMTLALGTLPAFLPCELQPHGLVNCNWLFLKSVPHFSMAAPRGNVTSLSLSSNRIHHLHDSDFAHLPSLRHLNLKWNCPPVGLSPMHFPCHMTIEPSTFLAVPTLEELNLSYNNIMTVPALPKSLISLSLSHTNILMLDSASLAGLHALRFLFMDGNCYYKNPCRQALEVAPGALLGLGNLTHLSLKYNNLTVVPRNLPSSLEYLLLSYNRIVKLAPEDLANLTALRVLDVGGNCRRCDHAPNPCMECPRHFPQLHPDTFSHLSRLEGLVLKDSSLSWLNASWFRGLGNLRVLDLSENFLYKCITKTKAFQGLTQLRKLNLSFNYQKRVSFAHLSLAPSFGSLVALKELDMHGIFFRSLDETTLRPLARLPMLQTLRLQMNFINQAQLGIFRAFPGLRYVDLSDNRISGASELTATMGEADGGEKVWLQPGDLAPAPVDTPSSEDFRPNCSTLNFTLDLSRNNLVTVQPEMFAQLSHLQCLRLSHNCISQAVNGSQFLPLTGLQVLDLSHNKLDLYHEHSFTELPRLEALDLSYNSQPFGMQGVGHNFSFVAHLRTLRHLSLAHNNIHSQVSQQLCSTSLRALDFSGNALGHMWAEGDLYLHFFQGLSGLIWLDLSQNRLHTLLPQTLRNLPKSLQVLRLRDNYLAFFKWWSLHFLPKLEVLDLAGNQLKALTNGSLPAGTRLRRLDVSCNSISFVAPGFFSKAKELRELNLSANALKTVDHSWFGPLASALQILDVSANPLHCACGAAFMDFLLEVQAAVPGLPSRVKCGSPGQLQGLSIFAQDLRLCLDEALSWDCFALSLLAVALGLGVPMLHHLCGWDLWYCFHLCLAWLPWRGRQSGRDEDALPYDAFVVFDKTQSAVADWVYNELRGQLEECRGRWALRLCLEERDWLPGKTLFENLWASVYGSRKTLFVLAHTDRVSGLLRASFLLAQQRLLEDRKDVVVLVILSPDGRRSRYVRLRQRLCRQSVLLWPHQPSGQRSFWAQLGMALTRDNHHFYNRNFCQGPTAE
# Starred values were filed as active, the others as inactive; · = not tested or not shown. A portion of the library; count on the stated rates, not on these rows.
SMILES,HTR2A ag,ABHD5 PLIN5 PPI,ABCB6 inh MLPCN,NOD2-RIPK2 inh,MC4R antagonist,NCOA2 inhibitor,MC4R ag barr,Glyco luc inh,H9c2 protect,TLR9-MyD88 inh
COc1cccc(-c2nnc(N)o2)c1,2,4,95,1,8,-38,-1.2,2,2,4
Cc1ncc([N+](=O)[O-])n1CC(=O)Nc1ccc2c(c1)OCO2,3,-1,102,-4,1,-17,-1.0,1,2,5
COC(=O)COc1ccc(C)cc1-n1nc2ccccc2n1,2,2,102,5,-2,-61,-0.9,4,5,-3
CSCCC(NC(=O)c1occc1C)C(=O)O (configuration not stated),2,0,99,8,0,-3,-0.7,3,3,1
COc1ccc(C(=O)N2CCNC(=O)C2)cc1S(=O)(=O)Nc1ccc(Br)cc1,-4,-3,97,1,3,-3,-1.3,0,3,11
Cc1nn2c(Nc3ccc(F)cc3)c3c(nc2c1-c1ccccc1)CCC3,-3,-4,95,-13,10,-9,0.6,-1,-2,0
O=C(CSc1ncnc2c1oc1ccccc12)Nc1cccc(C(F)(F)F)c1,-1,1,97,1,-3,4,5.6,1,-19,-7
Cc1noc(C)c1C(=O)NCc1ccccc1,6,-1,101,-1,-8,-2,-3.6,0,6,4
CC(=O)Nc1ccc(C(=O)CSc2cc(C)c3cccc(C)c3n2)cc1,-5,-1,91,-7,-4,3,28*,3,-9,3
Cc1cccc(/C=N/n2c(-c3ccco3)n[nH]c2=S)c1,2,1,98,-6,13,-60,-3.7,1,3,-13
CCCCCC1C(=O)N2C=C(c3ccccc3)c3ccccc3N2C1=O (configuration not stated),-3,-8,88,-11,-3,0,-0.3,2,8,3
Cc1ccc(CN(C(=O)c2cc(=O)c3cc(C)cc(C)c3o2)C2CCS(=O)(=O)C2)cc1 (configuration not stated),-4,-2,98,0,2,-13,-2.5,-1,12,·
COc1ccc(CCN(CC(=O)NC2CCCC2)C(=O)CCC(=O)Nc2cc(C)on2)cc1OC,-3,3,91,-3,10,9,-1.7,1,-3,-2
Cc1cc(Cl)ccc1NC(=O)COC(=O)c1nc2nccc(C)n2n1,3,-3,100,4,9,13,-3.5,1,-8,-9
Cc1ccc(C(=O)Nc2ccccc2SCC2CSc3nc4ccccc4c(=O)n32)cc1 (configuration not stated),-1,8,96,0,5,-17,-1.4,-7,26,-14
Cc1ccc(S(=O)c2snnc2C)cc1 (configuration not stated),-2,-4,96,-11,-7,-9,-1.4,-3,2,-6
COc1cc(CC(=O)OCC(=O)NCC(C)C)cc(OC)c1OC,0,2,89,-3,7,-14,-3.2,1,18,9
CCOC(=O)N1CCN(S(=O)(=O)c2cccc3ccc(C)nc23)CC1,-4,-3,98,-7,-3,-17,-4.2,2,1,-4
Cc1ccc(NC(=O)CSc2ccccc2)cc1S(=O)(=O)N1CCOCC1,-2,8,102,1,-1,-14,-2.7,0,2,-3
CC1CCN(C(=O)COC(=O)Cc2ccc(Br)cc2)CC1,4,-7,100,3,16,3,-0.7,1,1,-5
Cn1c(=O)c2c(nc(CO)n2C)n(C)c1=O,2,-4,99,-9,0,-6,-2.1,0,13,14
O=C(CCNc1ccc(Cl)cc1)c1cccs1,-4,-4,99,12,2,-17,-2.0,2,-11,5
CN(C)Cc1cc(CN(C)C)c(O)c(CCc2ccccc2)n1,-2,-3,89,2,0,-6,-2.3,0,9,6
COc1c(C=O)cc2c3c1CCCN3CCC2,4,5,100,-9,0,-4,-1.5,-1,1,-8
Cc1ccccc1NC(=O)C1C2C=CC(C3CC23)C1C(=O)O (configuration not stated),-1,-8,99,6,-1,-23,-3.2,-1,4,-7
CC1CCN(CCCNC(=O)CCNC(=O)Cn2cnc3ccccc3c2=O)CC1,2,-12,174,-10,-1,-30,2.8,0,-2,4
Cc1ccc(NC(=O)c2cccc(NC(=O)CCC(=O)O)c2)cc1C,0,-3,103,-9,21,15,2.5,1,-4,-6
N/C(=N\OC(=O)Cc1ccc(-c2ccccc2)cc1)c1ccccn1,0,-3,98,9,2,-5,1.1,·,-7,-9
CS(=O)(=O)Nc1ccc2c(c1)C(=O)OC2,2,-3,95,-5,7,-12,-2.6,2,0,-15
Cc1oc(C(N)=O)nc1-c1ccccc1,3,4,95,-11,-3,-8,0.1,3,4,4
CC(C)(C)N(Cc1ccccc1)C(=O)c1cccs1,0,4,92,-1,16,-27,0.3,-1,-6,-4
CCCC1=C([O-])C2N=CC=CC2=[N+](c2ccccn2)C1=O (configuration not stated),1,7,98,-2,1,-9,-2.7,1,5,7
Cc1ccccc1CCN1CCCC(CN(C)C(=O)C(=O)c2ccco2)C1 (configuration not stated),-9,3,107,-4,-4,-6,0.1,1,-1,7
Cc1cccc(Oc2ccccc2NC(=O)CSCC(=O)Nc2cc(C)on2)c1,0,-5,88,5,10,8,-3.2,-12,-9,1
CC(=O)N1CCc2cc(Br)cc(S(=O)(=O)NCCN3CCCCC3C)c21 (configuration not stated),2,-6,86,11,5,-26,-0.1,2,-2,-6
COc1ccc(-c2c(C)cc3oc(=O)cc(-c4ccccc4)c3c2C)cc1C=O,4,1,99,-11,6,-42,-1.5,0,-8,7
Cc1cccc(-c2cc3nc(C)cc(N4CC(C)CC(C)C4)n3n2)c1 (configuration not stated),-2,-3,202,0,0,-46,1.5,0,-13,-12
O=C(NN1C(=O)c2ccc(-c3ccc4c(c3)C(=O)N(NC(=O)c3cccnc3)C4=O)cc2C1=O)c1cccnc1,0,0,107,-8,24,-8,1.4,2,-4,16
O=C(OCc1ccc(Cl)cc1)c1cccnc1Cl,-4,0,98,5,2,-2,-3.8,0,4,-4
Cc1nc([N+](=O)[O-])cn1CC(O)c1ccc(Cl)cc1 (configuration not stated),-2,-2,95,-16,-3,21,-0.8,-2,1,·

# A draw from above in order of molar mass, descending.
SMILES,HTR2A ag,ABHD5 PLIN5 PPI,ABCB6 inh MLPCN,NOD2-RIPK2 inh,MC4R antagonist,NCOA2 inhibitor,MC4R ag barr,Glyco luc inh,H9c2 protect,TLR9-MyD88 inh
Cc1cccc(Oc2ccccc2NC(=O)CSCC(=O)Nc2cc(C)on2)c1,0,-5,88,5,10,8,-3.2,-12,-9,1
COc1ccc(-c2c(C)cc3oc(=O)cc(-c4ccccc4)c3c2C)cc1C=O,4,1,99,-11,6,-42,-1.5,0,-8,7
Cc1ccccc1CCN1CCCC(CN(C)C(=O)C(=O)c2ccco2)C1 (configuration not stated),-9,3,107,-4,-4,-6,0.1,1,-1,7
Cc1cccc(-c2cc3nc(C)cc(N4CC(C)CC(C)C4)n3n2)c1 (configuration not stated),-2,-3,202,0,0,-46,1.5,0,-13,-12
N/C(=N\OC(=O)Cc1ccc(-c2ccccc2)cc1)c1ccccn1,0,-3,98,9,2,-5,1.1,·,-7,-9
Cc1ccccc1NC(=O)C1C2C=CC(C3CC23)C1C(=O)O (configuration not stated),-1,-8,99,6,-1,-23,-3.2,-1,4,-7
O=C(OCc1ccc(Cl)cc1)c1cccnc1Cl,-4,0,98,5,2,-2,-3.8,0,4,-4
CCCC1=C([O-])C2N=CC=CC2=[N+](c2ccccn2)C1=O (configuration not stated),1,7,98,-2,1,-9,-2.7,1,5,7
COc1c(C=O)cc2c3c1CCCN3CCC2,4,5,100,-9,0,-4,-1.5,-1,1,-8
CS(=O)(=O)Nc1ccc2c(c1)C(=O)OC2,2,-3,95,-5,7,-12,-2.6,2,0,-15
Cc1oc(C(N)=O)nc1-c1ccccc1,3,4,95,-11,-3,-8,0.1,3,4,4

# The list continues:
SMILES,HTR2A ag,ABHD5 PLIN5 PPI,ABCB6 inh MLPCN,NOD2-RIPK2 inh,MC4R antagonist,NCOA2 inhibitor,MC4R ag barr,Glyco luc inh,H9c2 protect,TLR9-MyD88 inh
COc1ccccc1C(=O)Nc1ccc(S(=O)(=O)N2CCN(C)CC2)cc1,0,-3,96,-3,5,-10,0.4,1,-9,-7
C#CCOc1ccc(Cl)cc1/C=N/O,-4,3,87,-3,6,-7,-0.3,0,-3,2
Cc1cc(OC(C)C(=O)N2CCN(c3ccc(F)cc3)CC2)c2c(C)cc(=O)oc2c1 (configuration not stated),-1,3,94,-11,-12,-18,-1.6,2,13,-10
Cc1ccc(NC(=O)c2ccc(S(=O)(=O)N3CCOCC3)cc2)cc1,-4,-1,102,-6,0,-39,0.0,-2,-3,3
Cc1cc(N2C(=O)C(O)=C(C(=O)c3cc4ccccc4o3)C2c2cccc(Br)c2)no1 (configuration not stated),4,-43,111,0,15,21,2.0,1,15,4
Cc1cccc(-n2c(C)c(C)c3c(N)ncnc32)c1,-3,5,89,-5,8,-8,-0.6,-2,-4,-6
CCC(C)NCCOc1ccc(Br)cc1 (configuration not stated),2,-4,99,-9,1,-16,-0.7,-1,5,4
N#C/C(=C\c1cccnc1)c1ccccc1[N+](=O)[O-],3,11,95,3,1,15,-1.1,4,7,-1
COc1ccc(C(=O)NC2CC(C)(C)Cc3c2cnn3-c2ccccc2)c(OC)c1 (configuration not stated),-4,2,96,2,0,-14,-2.8,·,-2,-11
O=C1c2ccccc2NC(c2ccccn2)N1NS(=O)(=O)c1ccccc1 (configuration not stated),-3,10,98,4,6,3,2.1,1,6,8
CCOc1ccc(/C=C/C(=O)CCC(=O)O)cc1,2,-1,99,9,20,17,1.4,3,-2,8
COc1ccc(NC(=O)[C@H](C)NC(=O)C2CCN(S(=O)(=O)c3ccc(OC)cc3)CC2)cc1,10,1,87,-4,4,-4,-4.3,2,-4,3
